Bioassay records as filed in PubChem.
LYP phosphatase: inhibitors of LYP phosphatase, biochemical, fluorescence intensity, uHTS (AID 1779); 0.054% of 290,000 active; recombinant LYP phosphatase, fluorescence intensity; higher % means a stronger effect; inhibition, % at 11.5 µM; hits with a dose series show IC50 in µM;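 note: plate controls were vehicle with enzyme for no effect and no enzyme for full effect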
P. falciparum M1AAP: P. falciparum M1AAP inhibitors, biochemical, fluorogenic H-Leu-NHMec substrate, 1536-well (AID 1445) | 0.42% of 220,000 active | inhibition, % at 30 µM, or IC50 in µM where a hit was titrated | recombinant M1AAP, H-Leu-NHMec fluorogenic kinetic assay; higher % means a stronger effect;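 active = primary inhibition above the hit cutoff, then over 50% inhibition at one or more dose response concentrations, cut at about 23% in these data, passing the limit was not always enough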;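 note: plate controls were DMSO full reaction for no effect and no enzyme background for full effect; strong numbers were not always called active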
human PMI inhibition: inhibitors of human PMI, primary screen, biochemical, fluorescence intensity, coupled assay (AID 1209) | purified PMI enzyme, coupled fluorescence intensity; higher % means a stronger effect | inhibition, % at 20 µM, or IC50 in µM where a hit was titrated | 0.42% of 190,000 active;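 note: plate controls were DMSO vehicle for no effect and wells lacking substrate for full effect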
Yfh1-off respiration: enhancers of respiration in Yfh1-depleted yeast, dose response, Friedreich's ataxia, plus single-dose screen (AID 1465) | S. cerevisiae Yfh1-off respiration, WST-1 reduction, 72 h; higher fold induction means a stronger effect | fold induction at 50 µM, or EC50 in µM where a hit was titrated | 0.074% of 220,000 active;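 active = fold induction of absorbance versus untreated yeast above a set limit, then at least 30% activation at any dose in follow-up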;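 note: activators that raise dye reduction in frataxin-depleted yeast; strong numbers were not always called active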
PMI inhibition: MPI inhibition at elevated mannose 6-phosphate – biochemical, fluorescence intensity, high mannose 6-phosphate, primary screen (AID 1220); recombinant PMI enzyme, coupled fluorescence intensity; higher % means a stronger effect; inhibition, % at 20 µM, or IC50 in µM where a hit was titrated; 0.66% of 190,000 active
XIAP antagonists: small molecules displacing peptide from XIAP – biochemical, IAP family, fluorescence polarization (AID 1018). XIAP BIR domain, fluorescence polarization peptide displacement; higher % means a stronger effect. displacement, % at 20 µM; hits with a dose series show IC50 in µM. 0.007% of 200,000 active; in the data active = displacement above about 50%; note: a part of the inactive calls stands beside numbers as strong as those of hits
TNAP activation fold: human TNAP enzyme activators, primary screen, biochemical, luminescent, no phosphate acceptor, uHTS (AID 1001); purified TNAP, luminescent activation assay, no phosphate acceptor; higher activation fold means a stronger effect; activation fold at 20 µM; hits with a dose series show EC50 in µM; 0.03% of 200,000 active; in the data active = activation fold from about 3, or a potency from the dose series; inactive = the rest, 99 in 100 with activation fold below about 1.6; note: many of its hits are not listed in these tables
P. falciparum M17LAP: P. falciparum M17LAP inhibitors, primary screen, biochemical, fluorogenic H-Leu-NHMec substrate, 1536-well (AID 1619); recombinant M17LAP, H-Leu-NHMec fluorogenic kinetic assay; higher % means a stronger effect; 0.38% of 220,000 active; inhibition, % at 30 µM, or IC50 in µM where a hit was titrated;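 active = compound inhibiting the enzyme by more than half at any dose during confirmatory dose-response retesting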;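 note: plate controls were full reaction with DMSO carrier for no effect and no enzyme background for full effect; strong numbers were not always called active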
WT yeast gro inh: growth inhibition of WT yeast, mitochondrial fusion screen | inhibition, % at 10 µM | AID 1362 | mitochondrial fusion phenotypic screen, WT strain | 2.1% of 190,000 active; in the data active = inhibition above about 58%; tested in S. cerevisiae
WT yeast gro inh mutant strain: further read-out of WT yeast gro inh, marked with its call; inhibition, %; mitochondrial fusion phenotypic screen, mutant strain inhibition
Starred values were filed as active, the others as inactive; i = inactive; · = no result given. Cut-off read from the data, not from the text of the source, unless noted: active = inhibition above about 50%; inactive = the rest.

SMILES | LYP phosphatase | P. falciparum M1AAP | human PMI inhibition | Yfh1-off respiration | PMI inhibition | XIAP antagonists | TNAP activation fold | P. falciparum M17LAP | WT yeast gro inh | WT yeast gro inh mutant strain
Cc1oc(-c2ccccc2F)nc1CN1CCC(C(=O)NCc2ccco2)CC1 | -3% | 1% | 18% | i | 16% | -2.5% | 1.1 | 8% | -3 | 18
C=CCN(CC(=O)NCC1CCCO1)C(=O)CCC(=O)Nc1cc(C)on1 (stereo not given) | -1% | 1% | -3% | i | -6% | 9.9% | 1.1 | 3% | -14 | -5
CCOC(=O)N1CCN(C(=O)C(c2ccccc2)c2ccccc2)CC1 | -3% | -1% | 2% | i | 2% | -2.1% | 1.1 | 2% | 3 | 5
CCc1ccc2[nH]c(=O)c(CN(CCN(CC)CC)C(=O)Nc3ccccc3OC)cc2c1 | -5% | 2% | 7% | i | -2% | -5.8% | 1 | 6% | -10 | -18
C=CCNC(=S)N1CCN(c2ncc(C(F)(F)F)cc2Cl)CC1 | -8% | 9% | · | i | · | · | · | 1% | · | ·
CC(=O)c1cccc(NC(=O)Nc2cc3sccc3n2C)c1 | 0% | 19% | -1% | i | -32% | -3.7% | 1 | -4% | -3 | -13
O=C(O)c1nn(CCOc2cccc(Cl)c2)c(=O)c2ccccc12 | 0% | 9% | 13% | i | 14% | -9.1% | 0.9 | -1% | -17 | 17
CN(CC(=O)Nc1ccccc1F)CC(=O)Nc1ccc(F)c(F)c1F | -10% | 2% | -1% | i | 4% | -6.9% | 2.3 | 9% | -21 | 6
COc1ccc(S(=O)(=O)N2CCN(C(=O)NCc3ccccc3)CC2)cc1 | -2% | 12% | -1% | i | 5% | -4.8% | 1 | 10% | -2 | -4
C=CCSc1nc2c(cc1C#N)CCC2 | 3% | -3% | 4% | i | -1% | -2.0% | 1 | 1% | 5 | 23
Cc1ccc(S(=O)(=O)N2CCN(C(=O)CN3CCCC3)C2)cc1 | -2% | 0% | 1% | i | 4% | -4.3% | 1.1 | 5% | 15 | 1
COC(=O)c1c(NC(=O)CN2C(=O)NC3(CCc4ccccc4C3)C2=O)sc2c1CCCCC2 (stereo not given) | 0% | 3% | -4% | i | -6% | 0.3% | 1.1 | -4% | 10 | -6
CCCCNC(=S)NNC(=O)c1sccc1C | -5% | 5% | -9% | i | -9% | 2.0% | 1.2 | -1% | 11 | 1
CCNCC(=O)N1c2ccccc2CCc2ccc(NC(C)=O)cc21 | -3% | 5% | 5% | i | 2% | -6.6% | 1.1 | 8% | -6 | -1
CCOC(=O)c1c(C)n(OC)c2ccc3c(no[n+]3[O-])c12 | -4% | 6% | 5% | i | -1% | -3.7% | 1.2 | -10% | 1 | 8
CSc1cc(-c2ccc(Cl)cc2)c(C(=O)N2CCCC2)s1 | 2% | 3% | 3% | i | 3% | -4.1% | 1 | -13% | -21 | 1
O=C(O)C(=O)/C(=C\c1ccc([N+](=O)[O-])cc1)c1ccc2ccccc2n1 | 6% | 1% | -2% | i | 10% | -5.8% | 1 | -11% | -1 | 7
Cc1nn(CC(=O)Nc2ccc(Cl)c(S(=O)(=O)N(C)C)c2)c(C)c1[N+](=O)[O-] | -7% | -2% | 8% | i | 7% | -0.1% | 1.1 | -5% | 12 | 17
CCOC(=O)/C(C(=O)Nc1ccc(Cl)cc1Cl)=C1/NC(C)(C)Cc2ccccc21 | 4% | 3% | 12% | i | 7% | -21% | 1.1 | 7% | 13 | -7
COc1ccc2c(C)cc(SCC(=O)Nc3cc(C(N)=O)cc(C(N)=O)c3)nc2c1 | -5% | 1% | · | i | · | · | · | 0% | · | ·
O=c1c(-n2cncn2)c[nH]n1-c1cccc(Cl)n1 | -8% | 0% | -17% | i | -8% | -3.6% | 1.1 | -2% | 15 | 22
O=C(Nc1ccc(S(=O)(=O)N2CCCCC2)cc1)C1CCCN(C(=O)c2ccc(Cl)cc2)C1 (stereo not given) | -1% | 1% | 8% | i | 5% | 0.9% | 1.2 | -24% | 16 | -8
COc1ccc(CCNC(=O)CCc2ccc(S(=O)(=O)NCC(C)C)cc2)cc1OC | -9% | -3% | 2% | i | -4% | -5.8% | 1 | -4% | -8 | -6
COc1ccc(C(=O)NCc2n[nH]c(=S)n2-c2ccccc2)cc1OC | -9% | 2% | 13% | i | 10% | -6.5% | 1 | -6% | -15 | -38
Cc1ccn2cc(CNS(=O)(=O)c3cccs3)nc2c1 | 4% | -7% | · | i | · | · | · | 9% | · | ·

The list continues.
SMILES | LYP phosphatase | P. falciparum M1AAP | human PMI inhibition | Yfh1-off respiration | PMI inhibition | XIAP antagonists | TNAP activation fold | P. falciparum M17LAP | WT yeast gro inh | WT yeast gro inh mutant strain
CC(=O)c1cccc(N(CC(=O)Nc2cc(C)cc(C)c2)S(C)(=O)=O)c1 | -1% | 6% | 5% | i | 2% | -5.4% | 1 | -1% | -11 | -7
Cc1ccc(NS(=O)(=O)c2ccc(Br)s2)nc1 | 2% | 3% | 18% | i | 66%* | -8.6% | 1 | 4% | -7 | -3
Fc1ccc(CSc2nc3ncc(Br)cc3[nH]2)cc1 | -6% | -1% | -3% | i | -6% | -1.3% | 1.1 | 1% | -5 | 15
CC(=O)Nc1ccc(-c2cc(NC(C)=O)n(-c3ccccc3)n2)cc1 | -8% | 19% | -16% | i | -3% | -2.3% | 1 | -9% | 10 | -6
O=C(CSc1nnnn1C1CCCCC1)NCCc1ccccc1 | -2% | 2% | 7% | i | 4% | -6.0% | 1.1 | 10% | 29 | 37
Cc1nnc(SCc2nnc(-c3ccccc3Br)o2)n1-c1ccccc1 | -7% | -3% | 9% | i | 10% | -1.0% | 1.2 | 13% | -6 | -9
Cc1ccsc1/C=N/NC(=O)C1CC(=O)N(c2ccccc2)C1 (stereo not given) | 2% | 14% | 14% | i | 6% | -2.2% | 1.1 | 15% | 0 | 21
CCCCN(C)Cc1c(C)[nH]c2ccc(C)cc2c1=O | 0% | 10% | 2% | i | 1% | -2.9% | 1.1 | 0% | 5 | 5
C=CC[n+]1c(/C=C2\C=Cc3cc(C)ccc3N2CC)ccc2ccccc21 | -2% | 5% | 17% | i | 9% | -15% | 0.7 | 27% | 79 | 79
COc1ccc(C(=O)C[n+]2ccc(-c3nnc4n3CCC4)cc2)cc1 | -6% | 4% | -36% | i | -23% | -9.5% | 1 | 17% | 1 | 5
COc1ccc(C(=O)c2c[nH]c(C(=O)NCc3ccco3)c2)cc1 | 0% | 8% | 14% | · | 11% | -3.4% | 1.1 | -15% | 1 | 11
CC(=O)c1c(OC(=O)c2ccccc2)c2ccccc2n1C | 5% | 8% | 1% | i | 1% | -2.6% | 1.1 | 2% | 6 | 8
COC(=O)/C(C#N)=C/c1c(Oc2cccc(C)c2C)nc2ccccn2c1=O | -2% | 3% | · | i | · | · | · | 4% | · | ·
CCC1=NN2C(=N)/C(=C\c3cccn3-c3ccc(Cl)cc3)C(=O)N=C2S1 | 5% | 8% | -8% | i | -3% | -47% | 1.1 | -6% | 29 | 11
CC(C)(C)c1[nH]c2ccccc2c1/C=N/O | -9% | -3% | 2% | i | -5% | -6.7% | 1.1 | -6% | 10 | 14
COC(=O)c1cn(NC(=O)c2cc(OC)c(OC)c(OC)c2)c(=O)c2ccccc12 | -3% | -5% | 7% | i | 5% | -1.1% | 1 | 10% | -1 | -8
Cc1sc(NC(=S)NC(=O)c2ccco2)c(C(N)=O)c1C | -7% | 11% | 50%* | i | 43% | -2.2% | 0.8 | 35% | -9 | -1
Nc1ccc(S(=O)(=O)Nc2nccc(/C=C/c3ccc(Br)s3)n2)cc1 | -1% | 11% | -12% | i | -19% | -7.8% | 1 | 4% | 0 | 2
Cc1ccc(C)c(OCC(=O)Nc2c[nH]c(=O)[nH]c2=O)c1 | -4% | 6% | 10% | · | -1% | 2.4% | 1.1 | 0% | 24 | 8
Cc1cc(S(=O)(=O)N2CCN(c3ccc(F)cc3)CC2)c(C)s1 | 2% | 6% | -1% | i | 2% | -4.4% | 0.7 | 5% | 31 | 18
CC(C)Cn1c(S(=O)(=O)O)nc2ccccc21 | -10% | 3% | · | i | · | · | · | -1% | · | ·
COc1ccc(NC(=O)CC2C(=O)N(Cc3cccs3)C(=S)N2C(C)C)cc1 (stereo not given) | 0% | -4% | 11% | i | 12% | -1.5% | 1.1 | 3% | 11 | -2
NC(=O)Nn1c(CCC(=O)O)ccc1-c1ccc(Cl)cc1 | -6% | -3% | · | i | · | · | · | 7% | · | ·
Cn1cccc1-c1nc2ccc(NC(=O)c3cccs3)cc2[nH]1 | 1% | 7% | 14% | i | 7% | -5.9% | 1.1 | 11% | 15 | 14
Cc1nc2oc3c(=O)[nH]cnc3c2c2c1COC(C)(C)C2 | -2% | 8% | · | i | · | · | · | -8% | · | ·

Molecules from the list above containing a cyano group:
SMILES | LYP phosphatase | P. falciparum M1AAP | human PMI inhibition | Yfh1-off respiration | PMI inhibition | XIAP antagonists | TNAP activation fold | P. falciparum M17LAP | WT yeast gro inh | WT yeast gro inh mutant strain
C=CCSc1nc2c(cc1C#N)CCC2 | 3% | -3% | 4% | i | -1% | -2.0% | 1 | 1% | 5 | 23
COC(=O)/C(C#N)=C/c1c(Oc2cccc(C)c2C)nc2ccccn2c1=O | -2% | 3% | · | i | · | · | · | 4% | · | ·

(further entries)
SMILES | LYP phosphatase | P. falciparum M1AAP | human PMI inhibition | Yfh1-off respiration | PMI inhibition | XIAP antagonists | TNAP activation fold | P. falciparum M17LAP | WT yeast gro inh | WT yeast gro inh mutant strain
CC1(C)CSC(=NCc2ccccc2)N1C(=O)c1cccc([N+](=O)[O-])c1 | -4% | 5% | 19% | i | 14% | -71% | 1.1 | -6% | 3 | -13
COC(=O)c1ccc(NC(=S)NC2c3ccccc3CC2O)cc1 (stereo not given) | -3% | -6% | 20% | i | 15% | -6.0% | 1.1 | 8% | 18 | -1
O=C1c2ccccc2C(=O)N1c1ccc(Br)c2cccnc12 | 0% | 0% | -10% | i | -12% | -7.7% | 1 | -9% | -16 | -9
Cc1cccc(N2C(=S)NC3c4cc(Cl)ccc4OC2(C)C3C(=O)N(C)C)c1 (stereo not given) | -3% | 1% | -8% | i | -3% | -9.4% | 1.2 | 2% | 9 | 12
O=[N+]([O-])c1ccc(/C=[N+](\[O-])CCO)o1 | -8% | 8% | · | i | · | · | · | 11% | · | ·
COc1cccc(-c2nc(=S)c3c(o2)CCCC3)c1 | -8% | 8% | 5% | i | -7% | -5.8% | 2.2 | 3% | 68* | 47*
COc1ccccc1NS(=O)(=O)c1cc(NC(=O)C(C)C)ccc1N1CCCCC1 | 4% | 5% | 41% | i | 16% | -3.6% | 1.2 | 0% | 9 | 15
COC(=O)c1sc2ccccc2c1-n1cccc1C(=O)C(=O)Nc1ccc(C)cc1 | -1% | 0% | 12% | i | 5% | -1.0% | 1 | 6% | 31 | 24
O=C(N/N=C/c1cn(-c2cccs2)nc1-c1ccccc1)c1ccccc1O | 2% | -1% | -8% | i | -12% | 0.3% | 1.1 | 5% | 60* | 44*
CCC1S/C(=C(\C#N)C(N)=O)N(c2ccc(F)cc2)C1=O (stereo not given) | -2% | 8% | -4% | i | -3% | -0.5% | 1.1 | 15% | 18 | 21

Structures above printed as active in human PMI inhibition:
molecule	LYP phosphatase	P. falciparum M1AAP	human PMI inhibition	PMI inhibition	XIAP antagonists	TNAP activation fold	P. falciparum M17LAP	WT yeast gro inh mutant strain
Cc1sc(NC(=S)NC(=O)c2ccco2)c(C(N)=O)c1C	-7%	11%	50%*	43%	-2.2%	0.8	35%	-1
